High-throughput results from PubChem.
Pol iota inh: qHTS for Inhibitors of Polymerase Iota; hit rate 1% among 390,000; DNA polymerase iota (Homo sapiens), Q9UNA4; AID 588590, 2011; Potency, µM (titrated, usually from 115 µM), for the others: at the highest dose activity, negative = inhibition, actives largely listed as inhibitors; Pol iota fluorescent replication assay, 10 min
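Fluorescent replication assay read twice, at 0 min and 10 min after adding 50 nM (final) substrate. Enzyme (10 nM) and compounds were first incubated 15 min at room temperature; enzyme-free buffer wells were negative controls.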
POLH inh: qHTS for Inhibitors of Polymerase Eta | recombinant Pol eta, fluorescent DNA replication assay | Potency, µM (doses to about 114 µM), inactives show top-dose activity change, negative = inhibition, most hits filed as inhibitors | hit rate 1.2% among 390,000 | AID 588591, 2011; note: % is set by controls: 0 for no effect and ±100 for the full control effect
Target sequence (Q9Y253 whole entry, looked up): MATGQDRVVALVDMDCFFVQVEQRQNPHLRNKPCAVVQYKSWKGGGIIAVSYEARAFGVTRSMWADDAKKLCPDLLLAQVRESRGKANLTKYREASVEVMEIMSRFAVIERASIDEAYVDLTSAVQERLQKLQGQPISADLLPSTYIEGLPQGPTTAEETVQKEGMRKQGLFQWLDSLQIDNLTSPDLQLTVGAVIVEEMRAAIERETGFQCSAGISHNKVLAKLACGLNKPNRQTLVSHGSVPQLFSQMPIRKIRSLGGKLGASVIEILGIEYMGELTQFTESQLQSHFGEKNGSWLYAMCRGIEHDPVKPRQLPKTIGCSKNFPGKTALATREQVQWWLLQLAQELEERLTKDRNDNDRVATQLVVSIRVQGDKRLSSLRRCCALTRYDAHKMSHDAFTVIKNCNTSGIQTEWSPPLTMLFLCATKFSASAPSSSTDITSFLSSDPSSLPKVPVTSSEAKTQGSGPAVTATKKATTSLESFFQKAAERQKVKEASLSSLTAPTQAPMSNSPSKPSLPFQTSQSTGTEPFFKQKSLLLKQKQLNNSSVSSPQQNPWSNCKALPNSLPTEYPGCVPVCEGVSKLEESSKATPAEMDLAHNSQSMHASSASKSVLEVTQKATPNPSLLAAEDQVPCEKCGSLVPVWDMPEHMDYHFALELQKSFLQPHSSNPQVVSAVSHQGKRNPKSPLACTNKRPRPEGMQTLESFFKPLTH
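Pol eta at 10 nM preincubated with compounds 15 min at room temperature; reaction started with fluorescent substrate (50 nM final) and read kinetically at 0 and 10 min.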
G9a inh: qHTS Assay for Inhibitors of Histone Lysine Methyltransferase G9a | G9a H3K9 monomethylation, AlphaScreen, 2 h | Potency, µM (top dose mostly 102 µM), inactives show at the top dose activity, negative = inhibition, usual class: inhibitors | hit rate 8.8% among 350,000 | Histone-lysine N-methyltransferase EHMT2 (Homo sapiens), Q96KQ7; note: % is set by controls: 0 for no effect and ±100 for the full control effect; nearly all actives have a fitted effect of over 75% in size
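AlphaScreen detection with an anti-monomethyl H3K9 antibody quantified product after a 2 h room-temperature reaction containing 500 nM biotinylated H3K9 peptide, 20 µM SAM and 20 nM enzyme, which had been preincubated 15 min with compound.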
Pol beta inh: qHTS Assay for Inhibitors of DNA Polymerase Beta | P06746 | Pol beta primer extension/strand displacement, fluorescence kinetic | Potency, µM (highest dose often 114 µM), without a hit: at the highest dose activity change, negative = inhibition, actives largely listed as inhibitors | hit rate 1.3% among 340,000; note: % is set by controls: 0 for no effect and ±100 for the full control effect
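Preincubation: enzyme (10 nM) with compound, 15 min, RT. Reaction: substrate added to 50 nM final. Reads: 0 and 10 min. Analysis: normalized, Hill fit.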
BAZ2B block: qHTS Assay for Inhibitors of BAZ2B | hit rate 4.4% among 360,000 | AID 504333, 2011 | Potency, µM (doses to about 114 µM), inactives show at the highest dose activity change, negative = inhibition, actives largely listed as inhibitors | AlphaScreen BAZ2B-H3K14Ac peptide displacement; note: % is set by controls: 0 for no effect and ±100 for the full control effect; nearly all actives have a fitted effect of over 60% in size
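BAZ2B 50 nM plus b-H3(5-23)K14Ac 50 nM, PBS pH 7.4/0.01% Tween-20, 30 min RT; compound added (max 110 uM), 30 min RT; streptavidin donor/Ni-chelate acceptor beads 10 ug/mL final, 20 min dark; AlphaScreen read.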
APE1 inh: qHTS Assay for Inhibitors of the Human Apurinic/apyrimidinic Endonuclease 1 (APE1). DNA repair nuclease/redox regulator APEX1 (Homo sapiens), P27695. recombinant APE1, TAMRA/BHQ-2 abasic DNA cleavage fluorescence. Potency, µM (titrated, usually from 65.8 µM), inactives show at the top dose activity change, negative = inhibition, usual class: inhibitors. hit rate 0.35% among 350,000;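 note: plate controls were vehicle for no effect and reference inhibitor for full effect; nearly all actives have a fitted effect of over 55% in size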
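Quantitative HTS: incision of a TAMRA/BHQ-2 double-stranded substrate bearing a tetrahydrofuran abasic site by 0.75 nM APE1 raises fluorescence. Substrate 50 nM final, added after 15 min compound preincubation at room temperature; progress as third-minus-first kinetic read difference.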
POLK inh: qHTS for Inhibitors of Polymerase Kappa; hit rate 0.53% among 400,000; DNA polymerase kappa (Homo sapiens), Q9UBT6; Potency, µM (doses to about 107 µM), for inactives: at the highest dose activity, negative = inhibition, actives largely listed as inhibitors; purified Pol kappa, fluorescent DNA synthesis assay, 10 min; note: % is set by controls: 0 for no effect and ±100 for the full control effect
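Readout: fluorescence, taken kinetically at 0 and 10 min. Conditions: 10 nM Pol kappa, 15 min RT compound preincubation, 50 nM substrate final. Controls: enzyme-free buffer wells.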
Anesthetic bind: qHTS Assay for Identification of Novel General Anesthetics; apoferritin/1-aminoanthracene competitive binding, fluorescence; Potency, µM (doses to about 77.5 µM), without a hit: top-dose activity change, negative = displacement, actives largely listed as inhibitors; AID 485281, 2010; Ferritin light chain (Equus caballus), P02791; hit rate 0.074% among 350,000; note: % is set by controls: 0 for no effect and ±100 for the full control effect; nearly all actives have a fitted effect of over 20% in size
Target sequence (P02791 2-175 limits assumed): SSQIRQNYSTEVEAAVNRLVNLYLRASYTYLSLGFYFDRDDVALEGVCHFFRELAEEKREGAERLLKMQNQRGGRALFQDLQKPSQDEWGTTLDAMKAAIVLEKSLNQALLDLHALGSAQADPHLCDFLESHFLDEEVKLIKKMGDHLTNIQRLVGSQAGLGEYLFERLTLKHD
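10 uM apoferritin + 50% sat. 1-AMA, PBS; cpd 10 min RT; Ex380/Em535 endpoint; normalized to free probe vs complex; 4-param Hill fit; propofol titration as pos. ctrl.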
BLM helicase inh: qHTS Assay for Inhibitors of Bloom's syndrome helicase (BLM). RecQ-like DNA helicase BLM (Homo sapiens), P54132. recombinant BLM DNA unwinding, fluorescence dequenching. Potency, µM (series often up to 56.1 µM), inactives show at the highest dose activity change, negative = inhibition, usual class: inhibitors. hit rate 0.2% among 350,000. AID 2528, 2010;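 note: plate controls were vehicle for no effect and no enzyme for full effect; nearly all actives have a fitted effect of over 35% in size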
* = called active by the depositor; ? = inconclusive; nt = not tested or not shown; [ ] = another dose, or the depositor's remark. Calls come from the whole dose curve; as a rule, active = well fitted curve in the direction sought with a large enough effect; inconclusive = small, poorly fitted or top-dose-only effect, or another doubt; inactive = no such curve, though single readings can be large; an effect the other way counts as inactive or inconclusive. Potency is the fitted concentration of half-maximal effect. The list is partial; rates above refer to the full screens.

Compound,Pol iota inh,POLH inh,G9a inh,Pol beta inh,BAZ2B block,APE1 inh,POLK inh,Anesthetic bind,BLM helicase inh
CCOC(=O)c1sc(NC(=O)CSc2nnc(C(C)C)n2C)nc1C,17.6%,-5.4%,5.8%[59 µM],2.4%,2.0%,-2.3%,-0.3%,39.4%[activator],-7.4%
O=C(c1ccc(Cl)cc1)C1CCN(C(=O)C2CC2)CC1,1.4%,5.7%,5.0%[59 µM],6.5%,2.5%,17.4%,-12.3%,-9.0%,0.1%
COC1=C(Nc2ccccc2OC)C(=O)c2ccccc2C1=O,29.4%,-16.6%,-161.5%[59 µM],?,8.91µM*,5.7%,-22.1%,-7.0%,-9.8%
Cc1ccccc1-n1c(SCc2c(C)noc2C)nnc1-c1c[nH]c2ccccc12,8.0%,-7.6%,12.1%[59 µM],-25.6%,nt,-1.0%,-10.5%,-11.5%,-4.8%
COc1ccccc1C(=O)NCCc1csc(-c2ccc(C(F)(F)F)cc2)n1,12.3%,-21.0%,28.8%[59 µM],-25.1%,84.9%[activator],nt,-7.9%[60.1 µM],-6.0%,-5.0%
Cc1cc(=O)n(Cc2ccccc2Cl)c2c1c(C)nn2-c1ccccc1,15.9%,-9.7%,57.8%[activator][59 µM],30.8%,27.4%,nt,0.0%,-6.7%,-4.7%
CC(C)C(OC(=O)CN1C(=O)c2ccccc2C1=O)C(=O)NC1CCCC1 (stereo unspecified),139.3%[activator],-22.9%,-77.4%,35.9%,12.5%,3.6%,0.3%,-5.3%,-0.9%
COc1cccc(C(=O)Nc2ccc(S(=O)(=O)Nc3onc(C)c3C)cc2)c1,-0.2%,-7.0%,-47.5%,-3.5%,-10.7%,-2.6%,2.1%,-7.7%,2.7%
O=C1NC(=O)c2cc([N+](=O)[O-])cc3cccc1c23,-7.8%,-3.1%,nt,-2.9%,-11.7%,-37.6%,3.7%,-2.7%,-6.9%
CC(C)CC(=O)NCC1(N(C)C)CCCCC1,15.1%,-14.4%,8.5%[59 µM],11.1%,0.3%,nt,-0.9%,5.2%,-0.2%
O=C(Nc1ccccc1N1CCCCC1)c1ncoc1-c1ccc(F)cc1,15.5%,-10.2%,16.2%[12.7 µM],16.9%,7.1%,-7.9%,0.3%,1.1%,-5.8%
COc1ccc(OC)c(C2Nc3c(C)cc(C)cc3-c3cc(C)nn32)c1 (stereo unspecified),3.0%,-22.4%,-37.0%[59 µM],4.0%,?,nt,-11.9%,-3.5%,-14.2%
Cc1cccc(N(CC(=O)NCC2CCCO2)C(=O)CCC(=O)Nc2nccs2)c1 (stereo unspecified),141.1%[activator],-16.4%,14.0%,12.4%,-10.7%,27.6%,-7.5%,1.3%,-4.8%
COc1cccc(CC(=O)Nc2ccc3nc(C)sc3c2)c1,52.1%[activator],-17.4%,3.8%[59 µM],26.6%,-26.5%,?,5.6%,0.4%,0.9%
COc1ccc(-c2cc(C(=O)N3CCOCC3)c3cc(C)ccc3n2)cc1,17.0%,-7.0%,-13.6%[12.7 µM],14.4%,-17.3%,4.9%,-3.0%,7.3%,0.6%
CN1/C(=C/C2CC(=O)N(c3cccc4ccccc34)C2=O)C(C)(C)c2ccccc21 (stereo unspecified),9.7%,-21.3%,?,-2.1%,?,27.9%,-4.3%,-20.4%,-9.4%
CC(C)(C)NC(=O)CN(C(=O)CNS(=O)(=O)c1ccccc1)c1ccc2c(c1)OCCO2,nt,-11.3%,1.3%[2.33 µM],13.5%,3.9%,-6.1%,-4.9%,-12.8%,1.0%
CCOC(=O)C1CCN(c2ncnc3c2c(-c2ccccc2)cn3-c2ccc(C)cc2)CC1,83.0%[activator],-25.6%,-26.3%,-0.2%,-20.1%,8.1%,-1.2%,-0.3%,-14.3%
CC1CCN(S(=O)(=O)CCNC(=O)c2ccc(F)cc2)CC1,49.3%[activator],-16.4%,1.1%[0.501 µM],nt,-2.1%,-3.2%,-1.2%,nt,nt
CN(C)C(=O)CCC(=O)N1CCCC(C(=O)c2ccc(C(F)(F)F)cc2)C1 (stereo unspecified),2.6%,-13.2%,10.7%,33.3%[activator],-12.8%,-9.8%,2.3%,-9.4%,-2.4%
COC(=O)c1cc2sc(Cl)cc2n1Cc1nc(-c2ccccc2)oc1C,0.0%,-8.0%,-10.1%,50.5%,-0.1%,0.7%,-13.6%,0.5%,1.5%
Cc1cc[n+](-c2[nH]c(=O)sc2/C=N/NC([S-])=Nc2ccccc2)cc1,22.4µM*,22.4µM*,28.2µM*,-14.0%,?,-5.9%,79.4µM*,-20.5%,-14.2%
Cc1cccc2c1ncc1c(=O)n(-c3ccccc3)[nH]c12,?,-17.5%,-9.0%,3.5%,-18.5%,-5.7%,-14.5%[60.1 µM],7.1%,-6.2%
C/C(=N/NC(=O)c1ccco1)c1cccc(NC(=O)c2ccc(C)s2)c1,19.3%,-11.5%,-0.3%[59 µM],2.9%,-17.1%,-3.1%,89.1µM*,1.0%,-3.3%
O=C(NCc1cccnc1)C1CCN(S(=O)(=O)c2cccs2)CC1,25.5%,-12.6%,2.7%,22.3%,1.7%,-2.1%,-7.3%,-13.2%,-1.0%

Some of the entries so far, with two lines to a compound.
Values run as follows: Pol iota inh	POLH inh	G9a inh	Pol beta inh	BAZ2B block	APE1 inh	POLK inh	Anesthetic bind	BLM helicase inh
- CC(C)(C)NC(=O)CN(C(=O)CNS(=O)(=O)c1ccccc1)c1ccc2c(c1)OCCO2
 : nt	-11.3%	1.3%[2.33 µM]	13.5%	3.9%	-6.1%	-4.9%	-12.8%	1.0%
- O=C(NCc1cccnc1)C1CCN(S(=O)(=O)c2cccs2)CC1
 : 25.5%	-12.6%	2.7%	22.3%	1.7%	-2.1%	-7.3%	-13.2%	-1.0%
- Cc1cccc2c1ncc1c(=O)n(-c3ccccc3)[nH]c12
 : ?	-17.5%	-9.0%	3.5%	-18.5%	-5.7%	-14.5%[60.1 µM]	7.1%	-6.2%

Following part.
Compound,Pol iota inh,POLH inh,G9a inh,Pol beta inh,BAZ2B block,APE1 inh,POLK inh,Anesthetic bind,BLM helicase inh
CC(=O)Nc1ccc(S(=O)(=O)N2CCC(C(=O)N[C@@H](C)C(=O)NC3CCCC3)CC2)cc1,5.4%,-8.3%,-2.6%[59 µM],52.0%,-3.5%,11.4%,7.1%,-2.1%,-0.2%
Fc1ccc(CSc2nnc(Cc3sc(-c4ccccc4)nc3-c3ccccc3)o2)cc1,21.1%,-2.0%,-1.4%,2.9%,11.3%,0.8%,-4.8%,-13.8%,-5.5%
COc1ccc(/C=C/c2ccncc2)cc1OC,5.2%,-11.4%,8.6%[59 µM],-29.8%,-7.5%,0.4%,-2.8%,39.7%[activator],1.6%
CC(=O)N(Cc1cccc(Br)c1)c1ccc(N2CCOCC2)c(Cl)c1,42.6%[activator],-16.4%,0.1%[0.501 µM],-19.1%,-38.4%,2.1%,5.9%,-6.7%,-5.7%
CC1(C)Cc2cccc(OCC(=O)Nc3cccnc3)c2O1,8.4%,1.9%,10.2%[2.33 µM],31.0%,4.4%,0.5%,-1.5%,-9.3%,-0.1%
COc1ccc(CN(C)C(=O)Cc2c[nH]c3ccccc23)c(OC)c1OC,-5.2%,-10.6%,14.9%,2.5%,-20.4%,16.4%,9.9%,-3.7%,-4.3%
CN1C(=O)CC(N2CCC(c3nc4ccccc4[nH]3)CC2)C1=O (stereo unspecified),77.5%[activator],-2.3%,5.1%,24.2%,-5.0%,-1.0%,-18.8%,-5.0%,0.1%
COc1ccc(/C=C/C(=O)OCC(=O)N(C)CC(=O)Nc2ccc(C)cc2)c(OC)c1,4.5%,-1.5%,nt,nt,nt,-7.1%,-6.2%,nt,nt
C=CCn1c(COc2cccc(C)c2)nnc1SCC(=O)NC(=O)NCc1ccco1,70.8µM*,?,?,20µM*,?,?,?,-12.1%,-29.5%
CNc1cc(CSc2ccc(Cl)cc2)nc(C)n1,7.3%,-14.2%,8.0%,7.5%,1.3%,0.7%,-7.6%,-7.5%,0.5%
Cc1cccc(C)c1NC(=O)c1c(C)nn(-c2ccccc2)c1Cl,24.3%,-18.5%,22.1%[59 µM],-7.0%,1.9%,-11.8%,-9.6%,-7.5%,-0.9%
Cn1c(SCC(=O)N2CC(=O)Nc3ccccc32)nnc1C(F)(F)F,11.6%,-8.6%,?,nt,-1.8%,-1.1%,-1.9%,nt,nt
CC(C)c1ccccc1NC(=O)COC(=O)Cc1c[nH]c2ccccc12,8.3%,-12.0%,8.2%[59 µM],23.0%,-26.8%,-1.9%,-5.8%,-8.2%,-4.9%
COc1cc(C(=O)Nc2cc(C(F)(F)F)ccc2N2CCOCC2)ccc1OCC(=O)N1CCOCC1,18.4%,-18.2%,?,nt,8.7%,1.5%,-8.9%,nt,nt
COc1ccc(NS(=O)(=O)c2cccc(C(=O)N(C)Cc3ccc(SC)cc3)c2)cc1,-3.2%,-21.7%,-12.0%[0.501 µM],nt,-35.9%,22.5%,-4.0%,nt,nt
CC1CCCCN1c1nnc(N)s1 (stereo unspecified),7.1%,4.4%,-2.6%[59 µM],-11.4%,-27.8%,-3.2%,-7.2%,35.2%[activator],-6.5%
COc1ccc(CNC(=O)C(=O)N2CCC3(CC2)OCCN3S(=O)(=O)c2ccc(C)cc2)cc1,27.3%,-8.2%,-1.4%,nt,10.7%,6.0%,1.8%,nt,nt
